# Mtb UGM inh: M. tuberculosis UGM enzyme inhibitors, primary screen, biochemical, fluorescence polarization, single point; AID 504406, 2011; 320,000 compounds, 0.06% hits; UDP-galactopyranose mutase (Mycobacterium tuberculosis (strain ATCC 25618 / H37Rv)), …; inhibition, % at 10 µM; purified UGM, fluorescence polarization probe displacement; in the data active = inhibition above about 10%, passing the limit was not always enough; inconclusive = no clear call, values can overlap the other calls
# Target sequence (P9WIQ1 whole entry, looked up): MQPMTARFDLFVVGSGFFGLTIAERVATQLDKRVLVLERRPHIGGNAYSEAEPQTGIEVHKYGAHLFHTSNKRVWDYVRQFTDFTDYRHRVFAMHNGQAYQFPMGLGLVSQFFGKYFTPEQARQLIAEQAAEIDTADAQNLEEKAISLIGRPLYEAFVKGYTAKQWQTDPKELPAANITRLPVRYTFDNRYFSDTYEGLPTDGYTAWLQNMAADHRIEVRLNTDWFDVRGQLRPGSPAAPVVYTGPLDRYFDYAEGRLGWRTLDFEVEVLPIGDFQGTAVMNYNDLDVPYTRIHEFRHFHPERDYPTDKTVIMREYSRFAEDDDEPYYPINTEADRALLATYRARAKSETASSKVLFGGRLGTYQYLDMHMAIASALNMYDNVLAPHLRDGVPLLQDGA
# CCHFV vOTU inh: CCHFV vOTU protease inhibitors, primary screen, biochemical, Pep-AMC substrate, fluorescence; Crimean-Congo hemorrhagic fever virus L polyprotein viral ovarian tumor (vOTU) protease …; inhibition, % at 11.5 µM; 370,000 compounds, 0.55% hits; AID 651958, 2012; also: 0% = vehicle wells with enzyme and 100% = no enzyme wells
# BoNT-A LC inh2: BoNT/A light chain protease inhibitors, primary screen, biochemical, flow cytometry, MLPCN library | inhibition, % at 10 µM | 360,000 compounds, 0.17% hits | multiplex microsphere protease substrate cleavage; in the data active = inhibition above about 30%; inconclusive = no clear call, values can overlap the other calls; also: plate controls were buffer without enzyme for full effect and enzyme alone for no effect
# BioA inh: M. tuberculosis BioA enzyme inhibitors, primary screen, biochemical, plate reader, single point, HTS | 7,8-diaminopelargonic acid synthase BioA (Mycobacterium tuberculosis) | inhibition, % at 9.99 µM | purified M. tuberculosis BioA enzyme | 360,000 compounds, 0.096% hits; in the data active = inhibition above about 40%; inconclusive = no clear call, values can overlap the other calls
# BoNT F protease: BoNT/F light chain protease inhibitors, primary screen, biochemical, flow cytometry, MLPCN library; Botulinum neurotoxin type F light chain protease (Clostridium botulinum); Multiplex microsphere protease cleavage assay; inhibition, % at 10 µM; 360,000 compounds, 0.22% hits; in the data active = inhibition above about 35%, passing the limit was not always enough; inconclusive = no clear call, values can overlap the other calls; also: plate controls were buffer without enzyme for full effect and enzyme alone for no effect
# GDH-TPI counter: GDH-TPI coupling enzyme inhibitors, primary screen, artefact control for M. tuberculosis FBA inhibitor project, biochemical, absorbance, full deck; GDH-TPI coupled enzyme counterscreen, NADH absorbance; 360,000 compounds, 1.2% hits; inhibition, % at 4.8 µM;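 also: 0% = DMSO wells and 100% = wells lacking the enzyme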
# FBA Mtb inh: Mtb FBA enzyme inhibitors, primary screen, biochemical, fluorescence, strain H37Rv. inhibition, % at 1 µM. Fructose-bisphosphate aldolase (Mycobacterium tuberculosis (strain ATCC 25618 / H37Rv)), …. 360,000 compounds, 2.3% hits. AID 588726, 2011. purified M. tuberculosis FBA, fluorescence read-out; in the data active = inhibition above about 27%;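 also: 0% = vehicle and 100% = reference inhibitor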
# Target sequence (P9WQA3 whole entry, looked up): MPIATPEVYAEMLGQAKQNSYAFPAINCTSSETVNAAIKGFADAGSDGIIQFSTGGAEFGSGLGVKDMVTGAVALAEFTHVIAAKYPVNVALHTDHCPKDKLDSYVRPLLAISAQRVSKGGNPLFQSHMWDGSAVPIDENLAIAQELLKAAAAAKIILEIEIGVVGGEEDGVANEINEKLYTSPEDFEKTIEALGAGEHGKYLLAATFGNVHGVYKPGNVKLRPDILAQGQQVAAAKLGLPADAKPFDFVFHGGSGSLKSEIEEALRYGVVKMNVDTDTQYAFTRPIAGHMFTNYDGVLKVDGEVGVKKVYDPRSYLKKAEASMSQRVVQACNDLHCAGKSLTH
# FadD28 FP inh: inhibitors of FadD28 bisubstrate probe binding, primary screen, biochemical, fluorescence polarization, single point; Mycobacterium tuberculosis FadD28 fatty-acid-AMP ligase; inhibition, % at 12.5 µM; 360,000 compounds, 0.22% hits; AID 588549, 2011; in the data active = inhibition above about 8.5%, passing the limit was not always enough; inconclusive = no clear call, values can overlap the other calls
# PrPC surface inh: inhibitors of human cell surface prion protein PrPC, primary screen, cell-based, TR-FRET | inhibition, % at 13.8 µM | Major prion protein (Homo sapiens), P04156 | 370,000 compounds, 0.43% hits | TR-FRET read-out; in the data active = inhibition above about 24%; also: 0% = median of the test wells and 100% = reference compound wells
# Starred values were filed as active, the others as inactive; ? = inconclusive; · = no result given. Rule as the data show it, unless noted: active = inhibition above about 30%; inactive = the rest.
structure	Mtb UGM inh	CCHFV vOTU inh	BoNT-A LC inh2	BioA inh	BoNT F protease	GDH-TPI counter	FBA Mtb inh	FadD28 FP inh	PrPC surface inh
CCOC(=O)N1CCC(NC(=S)Nc2ccc3nc(N4CCN(CC)CC4)cc(C)c3c2)CC1	1.8	-19	0.3	·	-8	35*	13	-2.9	3
CC1CN=C(Nc2cccc3ccccc23)S1 (configuration not stated)	1.4	1	-0.6	0.3	-4	9	2	-3.0	9
CC(C)CN(CC(C)C)C(=O)CS(=O)(=O)Cc1ccccc1	-0.8	-10	1.0	·	-2	-3	-3	-4.5	4
COc1cccc(NC(=O)Nc2ccc(C(C)(C)C)cc2)c1	·	-3	-0.2	·	4	0	-4	19*	12
Cc1[nH]c(C)c(S(=O)(=O)N2CCN(c3cccc(C(F)(F)F)c3)CC2)c1C(=O)N1CCCCC1	0.7	14	1.0	1.6	-1	-4	3	-5.7	5
CC(C(=O)Nc1ccccn1)N1C(=O)C2C3C=CC(C3)C2C1=O (configuration not stated)	-2.6	-4	-0.4	-1.0	7	-1	1	-3.1	7
CC(CCc1ccccc1)NC(=O)CCc1cn(C)c2ccccc12 (configuration not stated)	0.2	3	1.0	-2.4	-9	-8	2	-2.4	7
C(=C\c1ccccc1)/CN1CCN(C(c2cc3ccccc3o2)c2nnnn2Cc2ccccc2)CC1 (configuration not stated)	·	-3	-0.2	-4.2	6	·	1	-1.4	-11
CCCn1c(=O)c(C(=O)NNC(=O)c2ccc(Cl)cc2Cl)c(O)c2ccccc21	-1.7	-4	1.8	-1.1	7	6	1	-5.8	2
O=C(CSc1nnc(-c2cccnc2)o1)Nc1nccs1	-0.8	2	-5.0	0.4	-1	0	-1	-1.8	-4
COc1cccc(-c2nc(CS(=O)CC(=O)NC3CCCCC3)c(C)o2)c1 (configuration not stated)	-3.2	-8	-0.4	0.2	-5	-3	6	-1.0	-4
C=CCC1(CN2CCCC2=O)C(=O)NC(=O)NC1=O	-0.7	·	0.7	-0.4	-6	1	1	1.6	·
Cc1ccc(-c2noc(CCC(=O)NCC3CCN(Cc4cccc(C)c4)CC3)n2)cc1	-1.3	6	0.0	2.5	6	-8	9	-3.5	-2
COc1cc(C(O)c2nc(-c3cccc(C#N)c3)cs2)ccc1F (configuration not stated)	·	6	-0.5	0.8	6	0	0	-1.0	-6
Nc1nnc2c(n1)CCCC2	2.6	14	-1.1	-1.3	-8	0	0	-1.2	0
CC(C)c1ccc(NC(=O)C2(C)Cc3c(-c4ccc(C(N)=O)cc4)ccnc3O2)cc1 (configuration not stated)	·	14	-0.7	11	-9	1	-1	-2.6	11
COc1ccc2c(c1OC)C(=O)OC2Nc1ccccc1S(=O)(=O)C(F)F (configuration not stated)	1.5	-17	-1.4	1.2	-6	-12	8	-0.9	2
Cc1ccc(/C=C/c2nnc(-c3cccs3)o2)cc1	-0.9	2	-1.4	-1.6	-8	30	10	-1.3	2
Cc1c(Cl)cccc1NC(=O)c1cccnc1	0.2	1	2.1	1.0	?	15	-1	-0.7	6
C=C1CCN([C@@H](CC(C)C)C(=O)NN2CCOCC2)S(=O)(=O)c2ccccc21	-3.1	10	0.1	-0.8	-2	7	-2	-0.6	-3
CCOC(=O)C1CCCN(S(=O)(=O)CCNC(=O)c2ccc3c(c2)OCO3)C1 (configuration not stated)	-1.4	-4	1.1	0.2	-8	-6	0	-3.1	-4
O=C(CCc1nc(-c2ccccc2)no1)Nc1cccnc1	-1.2	7	-0.2	0.6	-6	-8	-2	-4.4	0
CN(C(=O)Nc1ccc(Cl)c(Cl)c1)c1ccccc1C(=O)O	-1.6	-46	-1.2	·	-5	12	68*	-0.8	1
COc1ccc(-c2nnn(CC(=O)N(CCO)C(C(=O)NC3CCCC3)c3ccc(F)cc3)n2)cc1 (configuration not stated)	2.0	7	-0.1	0.2	0	-6	-2	-1.1	-2
CC(=O)NC(c1ccc(C)cc1)c1cc([N+](=O)[O-])c2cccnc2c1O (configuration not stated)	-0.7	10	-1.5	·	-8	5	-18	-1.5	0
CSc1nc(N2CCOCC2)c2c3c(sc2n1)CCC3	0.5	10	0.5	-16	-5	8	2	-2.8	-7
CCN(CC)CCN1C(=O)C(O)=C(C(=O)c2ccco2)C1c1ccccn1 (configuration not stated)	2.0	2	1.0	-2.1	12	13	1	-1.9	-1
O=C(Nc1nnc2n1CCS2)c1ccc(Br)o1	0.3	3	1.4	0.3	2	-8	105*	0.7	2
O=C(O)C1CCN(c2ccccc2[N+](=O)[O-])CC1	1.2	-1	0.0	-0.1	1	1	-3	0.9	-4
O=[N+]([O-])c1ccc(O)c(C=Nc2ccc3c(c2)OCCO3)c1	-3.6	-1	0.0	·	-6	3	-4	0.1	4
O=C(NCCC(NS(=O)(=O)OCC(Cl)(Cl)Cl)c1ccccc1)C(F)(F)F (configuration not stated)	-1.1	14	0.2	1.3	-3	8	1	-6.2	4
CNC(=O)NNC(=O)c1nc(-c2ccccc2)c(C)o1	0.5	-10	-0.5	-1.1	-12	-4	2	-1.8	-2
Cc1cc(O)c(C(C)C)cc1N=Nc1ccccc1C(=O)O	-0.6	17	0.6	3.3	-1	16	-24	1.5	-9
COC(=O)CNC(=O)c1ccccc1F	2.2	9	0.4	-1.9	2	18	-3	-0.7	4
O=C(NCC1CCCO1)/C(=C\c1ccc(Cl)cc1)NC(=O)c1ccccc1 (configuration not stated)	0.9	10	0.3	·	3	-12	-1	-4.1	-1
Cc1cccc(NC(=S)NCc2ccncc2)c1C	1.9	-5	1.2	·	10	5	1	-2.0	-3
N/C(=N\N=C\c1cccs1)SC1CC(=O)N(c2cccc([N+](=O)[O-])c2)C1=O (configuration not stated)	-0.3	7	2.3	·	12	5	-3	-3.7	-5
O=C(CSc1nc2ccccc2[nH]1)c1cccs1	1.2	6	1.6	0.7	-2	11	-4	-2.9	-5
COC(=O)c1ccc(C(=O)OC)c(NC(=O)CCS(=O)(=O)Cc2ccccc2)c1	4.5	-16	1.7	1.5	15	-8	1	-3.5	5
CCOC(=O)c1ccccc1NS(=O)(=O)c1cnn(CC)c1C	0.5	-8	4.0	-1.2	11	2	1	0.5	8
Nc1nonc1-n1nnc(C(=O)N/N=C/c2cccnc2)c1-c1cccs1	0.4	5	1.1	0.1	3	14	-1	-0.9	-6
O=C(O)c1cccnc1SCc1cccc(Cl)c1	-0.9	10	-0.5	·	-1	0	-2	-3.6	4
O=C(c1ccc(-n2cnnn2)cc1)N1CCCCC1	5.2	4	-1.9	0.3	-24	-3	0	-0.5	-3
CCOC(=O)CNC(=O)c1sc2nc(C)cc(C)c2c1N	-1.4	-18	-0.9	·	2	-4	14	-1.1	-11
COC(=O)c1ccc2nc(-c3ccc(Cl)cc3)c(Cc3ccsc3)n2c1	·	0	1.2	·	9	·	·	·	-5
CN1CCN(C(c2cccc(C(F)(F)F)c2)c2nnnn2Cc2ccccc2)CC1 (configuration not stated)	-0.7	6	0.2	-1.8	-1	3	0	0.6	-6
CCC(=O)N1CCC1(C)C(=O)Nc1nccs1 (configuration not stated)	·	12	-0.2	-1.3	-1	7	2	-1.7	9
COc1cc2c(cc1NC(=S)Nc1ccccc1C)oc1ccccc12	-0.1	-17	0.4	-4.7	0	36*	111*	-1.6	0
Cc1sc2ncnc(SCC(=O)c3ccc(O)cc3O)c2c1C	-0.1	-10	-1.0	·	-6	14	3	-1.2	-1
O=C(Nc1ccc(NC(=O)c2ccco2)c(Cl)c1)c1cccc([N+](=O)[O-])c1	-0.3	-2	1.5	·	8	8	0	0.2	4

# Following part:
structure	Mtb UGM inh	CCHFV vOTU inh	BoNT-A LC inh2	BioA inh	BoNT F protease	GDH-TPI counter	FBA Mtb inh	FadD28 FP inh	PrPC surface inh
COc1ccc(CNC(=O)c2cc(C(C)=O)c[nH]2)cc1	3.6	-7	-2.7	1.2	-3	1	2	-0.8	8
OCCNCCCCOc1cccc(Br)c1	3.1	2	0.0	·	-4	0	-3	-4.5	2
COC(=O)[C@@H]1CCCN1Cc1c(C(=O)N2CCCCC2)nc2c(C)cccn12	-1.3	-18	-0.5	0.8	-4	4	-1	0.0	3
CC(=O)Nc1ccc(N2CCN(C(=O)c3cccs3)CC2)cc1	-1.0	10	1.9	·	-3	1	15	-1.6	-2
CN=C1N(C)C[C@@H]2[C@@H]3C(=O)N(Cc4ccccc4)C(=O)[C@@H]3[C@](Cc3ccccc3)(C(=O)OC)N12	·	-6	-0.8	-1.1	-7	8	3	-1.2	6
COc1ccc(CCNc2ccncn2)cc1OC	2.0	1	1.7	·	3	-5	2	-0.7	3
CS(=O)(=O)N(CC(=O)N/N=C/c1ccco1)c1ccccc1Br	1.6	-5	0.6	·	2	7	3	-0.4	-1
Cc1csc(SCCN2C(=O)c3ccccc3C2=O)n1	-0.3	-12	0.7	-0.4	-1	9	0	-3.8	-6
O=C(O)C1CC(=O)n2c(nc3ccccc32)S1 (configuration not stated)	-2.7	-5	-1.2	-0.6	-15	-10	2	-0.7	7
CC(Sc1nncn1C)C(=O)Nc1ccc2ccccc2c1 (configuration not stated)	·	3	-2.7	1.4	0	3	3	-1.6	6
O=[N+]([O-])c1ccc(OCC2CC(c3ccccc3)=NO2)cc1 (configuration not stated)	-0.9	6	?	·	?	3	-1	-2.9	-2
O=S(=O)(c1ccc(NC(=S)N/N=C/c2ccc(Oc3ccccc3)cc2)cc1)N1CCOCC1	0.0	-2	-0.4	·	-7	4	-3	0.2	-4
CNC(=O)c1cccc2nc3ccccc3nc12	-0.9	-6	·	0.1	·	8	0	0.8	-49
COc1ccc(Nc2nc(N)nc(CSC(=S)N3CCC(C)CC3)n2)cc1	-3.2	-9	-1.4	-0.6	-4	12	0	0.9	3
O=C(CCc1nnc(CCCc2ccccc2)o1)NCCc1ccccc1	-3.6	4	-0.1	·	-2	-3	0	-1.5	8
CCC(=O)N1CCc2cc(S(=O)(=O)NC(CC(C)C)C(=O)N3CCc4ccccc43)ccc21 (configuration not stated)	-0.3	1	?	-0.2	-4	4	1	-0.9	11
Cc1ccc(NC(=S)Nc2ccccn2)cc1C	4.3	-2	·	-1.5	·	-1	-2	0.0	1
Cc1nc(C(=O)Nc2ccc(Cl)cc2)nn1-c1ccc([N+](=O)[O-])cc1	2.1	-3	-0.6	·	-2	-5	-1	-3.3	-1
COc1cccc(CN(C)C(=O)c2sccc2-c2ccccc2)c1OC	-0.9	2	0.0	2.9	3	-1	0	-3.2	-3
